APJ agonist: activates the human apelin receptor APJ. AID 2520. CHO-K1 APJ PathHunter beta-arrestin, luminescence; 0% DMSO wells, 100% apelin. hit rate 0.11% among 330,000. activation, % at 20 µM;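 active = activation more than six SD over the plate average, tested at 20 µM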;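 note: 0% = DMSO alone and 100% = apelin-13 at 10 nM; some results filed as inactive read as strong as hits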
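Assay system: engineered CHO-K1 APJ arrestin reporter cells; Amount: 1000 CHO-K1 reporter cells seeded per well; Dosing: one dose, 20 µM compound, 1% DMSO; Times: compound stimulation 90 min at 25 °C, detection 60 min; Measured by: luminescent beta-gal fragment complementation, chemiluminescent substrate; Read-out: APJ–arrestin association signal; Controls: DMSO vs Apelin-13 10 nM.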
tim23-1 inh: inhibits growth of tim23-1 mutant yeast | inhibition, % at 20 µM | S. cerevisiae tim23-1 growth, BacTiter-Glo luminescence, 24 h | AID 463212 | hit rate 1.3% among 330,000;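 active = growth inhibition of the mutant yeast at or above 50%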;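 note: temperature-sensitive mutant grown at 25 °C; plate controls were DMSO-treated mutant yeast for no effect and medium wells lacking yeast for full effect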
NR3A LBD binder: NR3A (human) ligand-binding domain modulation. NR3A LBD differential scanning fluorimetry, Tm shift; 0% = protein alone, 100% = glycine-bound protein. Tm shift relative to glycine control, % at 25 µM. hit rate 2.5% among 340,000. AID 1259313;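 active = melting temperature shift of at least 10% of the positive control shift, at one fixed dose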
tim10-1 inh: inhibits growth of tim10-1 mutant yeast. S. cerevisiae tim10-1 ts strain growth, BacTiter-Glo, 24 h. inhibition, % at 20 µM. hit rate 2.2% among 330,000. AID 463190;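 active = inhibition of at least 40%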;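 note: mutant grown at 25 °C; 0% = DMSO wells with yeast and 100% = wells holding no yeast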
CHOP UPR activ: activators of apoptotic arm of unfolded protein response (CHOP); CHO-CHOP luciferase reporter, UPR activation, luminescence; percent of tunicamycin response over DMSO baseline; activation, % at 10 µM; hit rate 0.34% among 330,000; AID 449763;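 active = at 10 µM dose, activation of 40% or more, normalized to positive control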;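 note: 100% = tunicamycin at 10 µg/mL and 0% = DMSO alone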
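Assay system: CHO-CHOP cells, stable luciferase reporter of PERK-eIF2a-CHOP signalling / Buffer or medium: F12 plus 10% serum / Compound dosing: one dose, 10 µM in 0.5% DMSO / Times: 6 h compound treatment, 37 °C / Technique: luciferase luminescence / Read-out: % reporter activation, DMSO baseline versus tunicamycin full activation / Benchmarks: tunicamycin and DMSO controls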
TIM10 inh: TIM10 yeast growth inhibition. S. cerevisiae TIM10 strain growth, BacTiter-Glo luminescence, 24 h. inhibition, % at 10 µM. hit rate 1.4% among 330,000. AID 463195;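 active = inhibition of 40% or more at the single tested concentration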;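 note: wild-type TIM10 isogenic control strain grown at permissive 25 °C; 0% = DMSO yeast wells and 100% = minimal medium wells without yeast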
NALP3 yeast inh: inhibitors of NALP3 inflammasome in yeast | inhibition, % at 10 µM | hit rate 0.39% among 330,000 | Yeast reconstituted NLRP3/ASC/caspase-1, beta-gal luminescence, 24 h;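 active = inhibition of 50% or more; inactive = inhibition below 50%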;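 note: plate controls were induced DMSO wells for no effect and uninduced yeast grown without galactose for full effect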
Mdm2-MdmX inh: inhibitors of human Mdm2/MdmX interaction; O15151+Q00987; SaOS-2 split-luciferase Mdm2/MdmX complementation, luminescence; inhibition, % at 8 µM; hit rate 3% among 330,000; AID 485346;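 active = inhibition of at least 50% at 8 µM in the primary screen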
Target sequence (O15151 whole entry, looked up): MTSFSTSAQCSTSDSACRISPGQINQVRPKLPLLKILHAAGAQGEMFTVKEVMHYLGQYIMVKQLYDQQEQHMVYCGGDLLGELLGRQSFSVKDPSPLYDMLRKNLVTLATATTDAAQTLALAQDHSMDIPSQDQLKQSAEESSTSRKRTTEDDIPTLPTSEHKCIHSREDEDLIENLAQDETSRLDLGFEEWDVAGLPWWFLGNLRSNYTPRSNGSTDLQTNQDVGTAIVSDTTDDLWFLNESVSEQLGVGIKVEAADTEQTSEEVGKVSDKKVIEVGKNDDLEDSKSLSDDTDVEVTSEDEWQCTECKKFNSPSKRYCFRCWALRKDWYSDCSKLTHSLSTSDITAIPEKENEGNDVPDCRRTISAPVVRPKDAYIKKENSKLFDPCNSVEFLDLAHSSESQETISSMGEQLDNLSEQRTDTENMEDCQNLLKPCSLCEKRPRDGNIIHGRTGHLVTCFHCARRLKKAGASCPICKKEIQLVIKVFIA
Target sequence (Q00987 whole entry, looked up): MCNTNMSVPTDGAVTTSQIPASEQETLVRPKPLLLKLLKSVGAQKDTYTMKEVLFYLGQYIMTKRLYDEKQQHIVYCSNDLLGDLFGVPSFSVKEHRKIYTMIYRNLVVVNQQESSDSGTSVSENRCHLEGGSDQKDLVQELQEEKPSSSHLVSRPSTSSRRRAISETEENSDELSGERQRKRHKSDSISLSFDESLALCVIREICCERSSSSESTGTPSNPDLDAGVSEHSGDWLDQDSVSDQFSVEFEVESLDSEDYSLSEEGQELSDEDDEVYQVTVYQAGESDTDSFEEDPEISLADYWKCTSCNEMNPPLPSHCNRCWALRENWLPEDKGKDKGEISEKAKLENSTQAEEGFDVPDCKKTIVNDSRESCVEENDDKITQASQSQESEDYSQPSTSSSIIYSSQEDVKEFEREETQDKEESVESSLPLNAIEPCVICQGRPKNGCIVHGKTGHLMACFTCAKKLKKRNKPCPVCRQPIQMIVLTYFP
XBP1 UPR activ: activators of adaptive arm of unfolded protein response (XBP1); CHO-XBP1 luciferase reporter, IRE1-XBP1 UPR activation, luminescence; percent of tunicamycin response, DMSO as zero; activation, % at 20 µM; hit rate 0.33% among 330,000; AID 463104;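 active = versus positive control, 20 µM dose yields 30% or more activation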;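 note: 100% = tunicamycin at 10 µg/mL and 0% = DMSO only wells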
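Material: CHO cell line with stable XBP1 luciferase reporter; schedule: 16-18 h cell attachment at 37 °C, then 6 h compound exposure; signal: glow luminescence from Steady-Glo reagent; medium: serum-containing F12 medium, 10% FBS; benchmarks: tunicamycin 10 µg/mL and vehicle-only wells; read-out: percent activation relative to tunicamycin reference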
Starred values were filed as active, the others as inactive. An unsorted share of the library; any-hit rate near 8.2%.

SMILES	APJ agonist	tim23-1 inh	NR3A LBD binder	tim10-1 inh	CHOP UPR activ	TIM10 inh	NALP3 yeast inh	Mdm2-MdmX inh	XBP1 UPR activ
COCCCN1C(=O)C(=O)/C(=C(/O)c2ccc(C)cc2)C1c1ccccc1 (stereo not drawn)	-3	1	0	-14	-2.3	-20	-1	9	-2
NC(=O)C1(N2CCCCC2)CCN(CC(=O)Nc2ccc(Oc3ccccc3)cc2)CC1	-4	-13	0	14	1.3	19	1	22	2
CS(=O)(=O)N(Cc1ccc(Cl)cc1)c1ccc(C(=O)Nc2cccnc2)cc1	-3	13	-16	23	-1.9	5	2	24	-1
CCOC(=O)c1c(NC(=O)c2cc(C)oc2C)sc(C(=O)Nc2ccc(Cl)cc2)c1C	-5	24	3	34	3.4	9	-11	-3	1
Cc1[nH]c2ccccc2c1C(=O)CN1CCSCC1	-1	13	1	7	0.1	-3	18	13	-6
CN(C)/C=N/c1cnc(C(=O)c2ccc(Cl)cc2)n1C	-3	-1	-1	10	2.9	-8	16	-158	-1
COc1ccc(S(=O)(=O)N2CCOC2CNC(=O)C(=O)NCC(C)C)cc1 (stereo not drawn)	-2	-1	3	8	1.5	11	-7	20	-3
CC(C)Oc1ccc(CNC(=O)CC(c2ccccc2)c2cc(Cl)ccc2O)cc1 (stereo not drawn)	-4	21	10	10	0.3	25	9	-2	-1
NS(=O)(=O)c1ccc(NC(=S)N2CCC(Cc3ccccc3)CC2)cc1	-2	11	-11	8	-0.5	11	29	-9	-4
Cc1cc(=O)oc2cc(OC(C)C(=O)NCCc3ccc(S(N)(=O)=O)cc3)ccc12 (stereo not drawn)	-5	-9	-2	-1	-1.9	4	8	13	-4
CCOc1cc(C(N)=O)cc(Cl)c1OCc1ccccc1	-5	26	-2	4	1.6	1	9	-18	-1
CCNC(=O)NC1c2ccccc2CSc2ccccc21 (stereo not drawn)	1	17	-3	7	0.2	8	-3	11	-4
COc1ccc2c(=O)c(C(=O)NCCc3ccc(OC)c(OC)c3)c[nH]c2c1	9	16	1	14	-0.1	9	-6	15	0
CN(c1ccccc1)S(=O)(=O)c1cccc(C(=O)NC2CCCC2)c1	-2	19	4	11	-0.6	11	26	29	-2
COc1ccccc1NS(=O)(=O)c1cc([N+](=O)[O-])ccc1N/N=C/c1c[nH]c2ccccc12	-9	7	23*	17	-1.2	14	21	72*	7
CC1(c2ccccc2)NC(=O)N(CC(=O)NC(=O)NCc2ccco2)C1=O (stereo not drawn)	0	-13	1	-6	-0.4	-3	18	9	-4
CC(OC(=O)c1ccccn1)C(=O)Nc1nc(-c2ccc(F)c(F)c2)cs1 (stereo not drawn)	0	24	-1	-1	3.8	9	11	-51	0
COCCNC(=O)C(OC(=O)c1ccco1)c1ccccc1F (stereo not drawn)	-1	1	-2	6	-0.1	-7	15	-9	-2
CN1C(=O)CSc2ccc(NC(=O)N3CCOCC3)cc21	0	-4	-3	-13	-0.1	2	11	15	-2
Cc1cccc(NC(=O)CSc2nc3c(c(=O)[nH]2)CCCC3)c1C	-3	3	-1	-4	-0.3	-10	15	15	-5
C[C@@H]1O[C@@H]1P(=O)(O)O	-1	2	-1	-16	-2.2	7	0	2	-3
CCC(=O)Nc1cccc(C2=NOC3(C2)C[C@@H](C(N)=O)N(C(=O)c2ccccc2C(=O)c2ccccc2)C3)c1 (stereo partly drawn)	9	2	0	-13	1.8	1	10	-12	1
CCOc1cc(-c2nnn(CC(=O)N3CCCCC3)n2)ccc1OC	1	6	2	4	1.4	-7	16	11	-5
OC(COCCC12CC3CC(CC(C3)C1)C2)CN1CCCC1 (stereo not drawn)	-1	3	-1	4	0.6	10	14	21	-2
C=CCn1c(CCNC(=O)c2ccccc2F)nnc1SCC(=O)Nc1ccc(OC)cc1	0	7	1	12	-3.0	-11	-7	16	1
CCN(C(=O)CN1C(=O)NC(CCSC)C1=O)C1CCS(=O)(=O)C1 (stereo not drawn)	-6	8	0	20	0.1	-3	3	5	2
CCOc1ccccc1C(=O)Nc1ccccc1-c1ccccc1	-2	27	1	12	-0.2	19	6	11	-1
Cc1cccn2c(=O)c3cc(C(=O)NCCc4ccccc4)c(=N)n(CCCn4ccnc4)c3nc12	1	-13	2	-5	-2.3	-21	17	51*	-1
O=[N+]([O-])c1ccc(COc2cccc3cccnc23)cc1	-4	29	-2	22	8.5	10	30	-13	3
COC(=O)CSc1nnc(C2COc3ccccc3O2)n1-c1ccccc1 (stereo not drawn)	-5	26	0	26	1.5	22	-31	9	-1
COc1ccc(-c2ccc(-c3noc(C)n3)c(OC)n2)cc1	1	-6	1	1	3.5	15	39	-24	9
Cc1cccc(CN2CCN(C3CCCC3)C(CCO)C2)n1 (stereo not drawn)	0	0	-2	13	-0.4	4	0	-35	0
O=C(CSc1nnnn1C1CCCCC1)NCc1cccs1	-2	1	-2	-22	-1.6	-4	12	-8	5
O=C(c1cccc(N2CCCC2=O)c1)N1CCN(c2ccc(F)cc2)CC1	-3	4	-1	-6	2.3	2	4	16	-1
CNC(=O)c1nnn(Cc2ccccc2)c1NC(=O)C(F)(F)F	-1	11	1	5	2.0	20	19	19	0
Cc1cc(=O)oc(C)c1C(=O)NCCNC(=O)c1c(C)cc(=O)oc1C	-5	-6	0	-3	-2.1	-2	-4	2	0
CCn1c(SCC(=O)Nc2ccccc2N2CCOCC2)nnc1-c1ccccc1	-4	5	0	28	-0.8	15	10	4	-1
CC(C)[C@H](NC(=O)N1CC(=O)Nc2ccccc21)C(=O)N1CCC[C@@H]1C(=O)O	-2	-5	-3	-17	1.4	-8	-2	20	2
O=C(NCCC1=CCCCC1)C1CCC(=O)N(Cc2cccc(C(F)(F)F)c2)C1 (stereo not drawn)	-1	20	2	8	1.8	16	13	10	-2
Cc1cc(SCn2nnc3ccccc3c2=O)nc2ccccc12	-2	10	1	27	2.2	12	20	-49	1
COc1ccc(N(C(=O)c2snc(C(N)=O)c2N)C(CC(C)C)C(=O)NCC2CCCO2)cc1 (stereo not drawn)	-3	10	-2	-1	0.1	16	7	-14	-2
COc1ccc(C2OC3=C(Nc4cc(C)c(C)cc4N3)C2=O)cc1 (stereo not drawn)	-2	-6	2	-9	6.4	-12	17	-44	-4
c1ccc(-c2oc3ncnc(NCCCN4CCOCC4)c3c2-c2ccccc2)cc1	-5	13	-3	22	1.2	-23	36	16	0
CC(=O)N1N=C(c2cccs2)CC1c1ccc(C)o1 (stereo not drawn)	-6	15	-2	6	-0.8	-4	7	-7	-4
O=C1C=C(c2ccccc2)CC(c2ccc(F)cc2)C1 (stereo not drawn)	-6	29	3	26	0.8	3	9	11	2
CC1(C)C(C=C(Cl)Cl)C1C(=O)N/N=C/c1ccccc1F (stereo not drawn)	-4	36	-3	28	0.8	15	25	-19	-5
CCn1c(=O)c(C(=O)NNS(=O)(=O)c2ccc(C)cc2)c(O)c2ccccc21	-4	32	-10	-11	-1.9	-19	13	22	-1
Cc1csc(NC(=O)CCC(=O)N(CC(=O)NC2CCCC2)Cc2ccco2)n1	-1	0	-4	31	0.1	4	2	-7	3
CCOC(=O)CSc1ccc2nnc(-c3ccncc3)n2n1	-2	6	0	-2	-0.1	-4	2	-17	-3
CCn1cc(CN2CCC(n3nccc3NC(=O)CCOc3ccccc3)CC2)cn1	1	7	-2	9	-0.9	-4	5	-11	-3

An excerpt from above in order of number of heavy atoms, rising.
SMILES	APJ agonist	tim23-1 inh	NR3A LBD binder	tim10-1 inh	CHOP UPR activ	TIM10 inh	NALP3 yeast inh	Mdm2-MdmX inh	XBP1 UPR activ
CC1(C)C(C=C(Cl)Cl)C1C(=O)N/N=C/c1ccccc1F (stereo not drawn)	-4	36	-3	28	0.8	15	25	-19	-5
CCOC(=O)CSc1ccc2nnc(-c3ccncc3)n2n1	-2	6	0	-2	-0.1	-4	2	-17	-3
Cc1csc(NC(=O)CCC(=O)N(CC(=O)NC2CCCC2)Cc2ccco2)n1	-1	0	-4	31	0.1	4	2	-7	3
c1ccc(-c2oc3ncnc(NCCCN4CCOCC4)c3c2-c2ccccc2)cc1	-5	13	-3	22	1.2	-23	36	16	0

Following part
SMILES	APJ agonist	tim23-1 inh	NR3A LBD binder	tim10-1 inh	CHOP UPR activ	TIM10 inh	NALP3 yeast inh	Mdm2-MdmX inh	XBP1 UPR activ
Nc1cc(Cl)ccc1C(=O)OCC(=O)NC1CCCCC1	1	21	0	-3	0.5	6	27	-33	0
CCOCCc1nnc(NC(=O)C(CC)c2ccccc2)s1 (stereo not drawn)	-6	18	-2	17	-3.3	10	-11	12	0
CC1(C)C2CCC(C2)C1(C)NC(=O)C[N+](C)(C)C (stereo not drawn)	-4	10	0	-10	-1.0	-19	-5	-17	1
CNCCCOc1ccc(C)cc1OC	-1	-6	-2	-7	-0.6	19	13	-24	-3
CC(C)(O)[C@@H]1[C@@H]2C[C@@]3(CC[C@]4(C)C(CCC5[C@@]6(C)CC[C@H](O)C(C)(C)C6CC[C@]54C)[C@@H]13)C(=O)O2 (stereo partly drawn)	1	-2	-4	-17	1.5	0	27	8	1
FC(F)(F)c1ccccc1NC1=NCCC1	-1	12	7	5	0.5	-9	7	9	0
COc1cc(C2C(C#N)=C(N)OC3=C2C(=O)CC(C)(C)C3)c([N+](=O)[O-])cc1OC (stereo not drawn)	23	28	0	14	-0.9	-5	-2	-20	-3
Cc1cc(Cl)ccc1OCC(=O)NNC(=O)c1ccco1	-1	0	0	-3	3.5	-6	9	-2	1
COc1ccc(S(=O)(=O)N2CCOCC2)cc1NC(=O)c1cc(C)oc1C	-3	8	0	6	-2.3	10	12	19	-2
O=C1CC(N2CCC(c3nc4ccccc4[nH]3)CC2)C(=O)N1c1ccccc1F (stereo not drawn)	-1	17	-2	17	-0.9	19	-5	-9	-3
COc1ccc(CCNC(=O)C(=O)NCC2OCCN2C(=O)c2ccc(Cl)cc2)cc1 (stereo not drawn)	4	1	-1	4	0.9	-17	19	0	-7
C=CCN(CC=C)C(=O)c1cccc(OC2CCN(CC(C)(C)C)CC2)c1	-2	5	2	-7	1.7	3	23	-10	-3
Cc1ccc(-n2nc3ccc(N)cc3n2)c(C)c1	-4	16	0	11	1.0	14	31	-21	-1
Nc1c(N=Nc2ccccc2F)c(=O)[nH]n1-c1ccccc1	-5	5	12*	6	3.6	7	33	-302	0
O=C(Nc1ccc(N2C(=O)C3C4C=CC(C4)C3C2=O)cc1)Nc1nncs1 (stereo not drawn)	-3	-5	-7	6	1.2	3	4	16	-1
COC(=O)c1ccc(COc2cccc3c2CCN(Cc2cccc(C)c2)C3=O)o1	-2	-39	-1	-33	-0.9	-51	21	27	-1
COC(=O)c1cn(C(=O)c2cc(OC)c(OC)c(OC)c2)c2ccccc12	-3	15	2	20	-1.3	9	14	5	3

Source: PubChem
